GCN5L2 inh: qHTS Assay for Inhibitors of GCN5L2. Histone acetyltransferase KAT2A (Homo sapiens), Q92830. AID 504327, 2011. Potency, µM (titrated, usually from 58.9 µM), inactives show at the top dose activity change, negative = inhibition, most hits filed as inhibitors. 0.21% of 390,000 active. GCN5L2 HAT assay, ThioGlo1 CoA-SH fluorescence
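Titration-based screen in which CoA formation is detected via maleimide probe ThioGlo1 (50uM) turning fluorescent on thiol reaction; substrates H3(1-25) 75uM and acetyl-CoA 70uM, GCN5L2 20nM, 20 min incubation at room temperature.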
TDP1 cell noCPT: qHTS for Inhibitors of human tyrosyl-DNA phosphodiesterase 1 (TDP1): qHTS in cells in absence of CPT; DT40 Tdp1-/- hTDP1 cells, no CPT, ATP luminescence, 48 h; Potency, µM (doses to about 46.2 µM), for inactives: top-dose activity change, negative = growth inhibition, usual class: inhibitors; 15% of 420,000 active; AID 686978, 2013; also: nearly all actives have a fitted effect of over 55% in size
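Chicken DT40 Tdp1-/- cells stably complemented with human TDP1 were seeded at 400 cells/well with DMSO in place of 20 nM camptothecin. After compound pinning, cells grew at least 48 hr at 37 °C; viability read by CellTiter-Glo luminescence.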
TDP1 block: qHTS Assay for Inhibitors of Tyrosyl-DNA Phosphodiesterase (TDP1); Potency, µM (top dose mostly 130 µM), for inactives: at the highest dose activity change, negative = inhibition, usual class: inhibitors; Tyrosyl-DNA phosphodiesterase 1 (Homo sapiens), Q9NUW8; 0.28% of 350,000 active; recombinant TDP1, AlphaScreen DNA substrate cleavage; AID 485290, 2010; also: nearly all actives have a fitted effect of over 40% in size
Target sequence (Q9NUW8 whole entry, looked up): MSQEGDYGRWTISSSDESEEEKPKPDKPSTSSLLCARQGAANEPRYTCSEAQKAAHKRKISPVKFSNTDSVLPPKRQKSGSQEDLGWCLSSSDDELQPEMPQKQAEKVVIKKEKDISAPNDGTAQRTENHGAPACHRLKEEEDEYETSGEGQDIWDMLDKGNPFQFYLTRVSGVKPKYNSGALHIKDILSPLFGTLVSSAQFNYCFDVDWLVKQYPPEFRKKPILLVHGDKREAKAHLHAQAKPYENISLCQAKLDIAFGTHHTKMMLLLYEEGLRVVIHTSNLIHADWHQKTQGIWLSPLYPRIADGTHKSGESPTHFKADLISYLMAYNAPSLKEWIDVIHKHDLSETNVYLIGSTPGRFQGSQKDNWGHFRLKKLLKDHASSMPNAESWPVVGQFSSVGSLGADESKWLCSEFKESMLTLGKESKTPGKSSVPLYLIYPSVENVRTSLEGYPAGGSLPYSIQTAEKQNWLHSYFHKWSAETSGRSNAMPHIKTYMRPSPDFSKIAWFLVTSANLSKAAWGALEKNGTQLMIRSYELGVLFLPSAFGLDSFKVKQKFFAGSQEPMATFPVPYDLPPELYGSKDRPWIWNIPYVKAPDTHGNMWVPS
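Signal: AlphaScreen proximity between streptavidin donor and anti-FITC acceptor beads on intact substrate. Reaction: Tdp1 1 nM, substrate 15 nM final, 5 min RT after 15 min compound preincubation.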
* = called active by the depositor; ? = inconclusive; / = not tested or not shown; & = joins results of further samples; [ ] = remark or other dose. Calls follow the shape of the dose curve; as a rule, active = well fitted curve in the direction sought with a large enough effect; inconclusive = small, poorly fitted or top-dose-only effect, or another doubt; inactive = no such curve, though single readings can be large; an effect the other way counts as inactive or inconclusive. % is scaled to controls: 0 for no effect and ±100 for the full control effect; potency is read from the fitted curve at half-maximal effect.

SMILES | GCN5L2 inh | TDP1 cell noCPT | TDP1 block
NS(=O)(=O)c1ccc(CCNC(=O)CC(NC(=O)c2ccccc2Cl)c2ccccc2)cc1 (stereo unspecified) | -5% | -4% | 4%
CCOC(=O)c1c(NC(=O)OC)sc(C(=O)N(CC)CC)c1C | 0% | ? | -2%
CN1CCN(CC(=O)Nc2c(C(=O)c3ccccc3)oc3ccccc23)CC1 | -2% | ? | 1%
NC(=O)Cc1nc(-c2ccc(Br)cc2)cs1 | 2% | -26% | -3%
CN(C)C1(CNCC(O)c2ccccc2)CCCCC1 (stereo unspecified) | 1% | 14% | /
O=c1c2ccccc2[nH]c2ccc(O)cc12 | -15% | -25% | 40µM*
CNCCCCCCCCSc1nc(C(C)C)ccc1C(=O)c1cccs1 | -20% | 4.2µM* | 7%
COc1ccccc1NC(=O)Cn1nnc(-c2ccccc2NC(=O)c2ccco2)n1 | -22% | ? | 3%
Cc1c(NC(=S)NC(=O)c2ccc(Br)o2)c(=O)n(-c2ccccc2)n1C | -11% | 2% | 0%
CC(C)Sc1nc2sccc2c(=O)n1-c1ccccc1 | -6% | ? | 5%
CCn1ccc(C(=O)Oc2ccc(C(C)C)cc2)n1 | 2% | 4% | -1%
COCCCNC(=O)c1ccccc1N(Cc1ccccc1)S(=O)(=O)c1ccc(OC)cc1 | 0% | 21µM* | /
COc1cc(-c2noc(-c3ccc(N4CCN(C)CC4)c([N+](=O)[O-])c3)n2)cc(OC)c1OC | -7% | 3.3µM* | 3%
COc1ccc(OC)c(N(CC(=O)N2CCCC2)S(=O)(=O)c2ccccc2)c1 | 2% | -12% | 10%
Cc1ccc2cc(CN(c3ccc(C)c(C)c3)S(C)(=O)=O)c(=O)[nH]c2c1 | -4% | -26% | 8%
CSc1nnc(SCC(=O)N(C)c2c(N)n(Cc3ccccc3)c(=O)[nH]c2=O)s1 | -1% | -1% | /
COc1cc(OC)cc(C(=O)NCC(=O)OCC(=O)c2cc(OC)ccc2OC)c1 | -3% | -12% | -3%
Cc1ccc(S(=O)(=O)N2CCN(C(=O)c3ccc(Br)o3)CC2)c(C)c1 | -6% | ? | 4%
Cc1cccc(OCC(=O)Nc2cc(NC(=O)COc3cccc(C)c3C)cc(C(=O)O)c2)c1C | ? | -26% | /
NS(=O)(=O)c1ccc(-c2ccc(/C=C3\NC(=S)NC3=O)o2)cc1 | -3% | -17% | /
O=C(NCc1ccccc1F)C1CCCN(C(=O)NC2CCCCC2)C1 (stereo unspecified) | -2% | -2% | 2%
COC(=O)[C@H](CC(C)C)NCc1cccc(CN[C@@H](CC(C)C)C(=O)OC)c1 | -2% | -26% | /
Fc1cccc(-n2ncc3c2ncn2nc(COc4ccc(Cl)cc4)nc32)c1 | -9% | -6% | 5%
COc1ccc(NC(=O)Cn2c(=O)n(Cc3nc(-c4ccccc4)no3)c(=O)c3cc4c(cc32)OCO4)c(OC)c1 | -16% | -5% | -3%
CC1CCC(C(=O)NC(C(=O)Nc2ccccn2)C(C)C)CC1 (stereo unspecified) | 1% | ? | 8%
Nc1nc(COC(=O)C2CC(=O)N(Cc3ccccc3)C2)nc(Nc2ccccc2)n1 (stereo unspecified) | 1% | -13% | 2%
Cc1c(C)c2c(c(C)c1O)CC[C@@](C)(CCC[C@H](C)CCC[C@H](C)CCCC(C)C)O2 | 1%&10%&-8% | 22%&-2%&-11% | 6%
COc1cc(F)c(C2=CC(=O)C[C@H](c3ccc(F)cc3)C2)cc1F | -2% | -17% | -2%
COc1cc(/C=N/NC(=O)CCC(=O)Nc2ccc(F)cc2)ccc1O | 0% | -15% | /
O=C(Nc1ccccc1C(=O)O)c1cccc(C(=O)Nc2ccccc2C(=O)O)c1 | -1% | ? | /
Cn1c(=O)[nH]c(=O)c2c1nc(CN1CCN(c3cccc(Cl)c3)CC1)n2CCCc1ccccc1 | -5% | ? | 0%
CON(C)c1nc(NCC(C)C)nc(OCC#N)n1 | -21% | -1% | 3%
Cc1nc(N(CCO)C2CCCCC2)c2nnn(Cc3ccccc3)c2n1 | -4% | ? | 0%
CCc1ccccc1NC(=O)C1CCCN(S(=O)(=O)c2ccc3[nH]c(=O)ccc3c2)C1 (stereo unspecified) | -7% | -27% | 3%
O=C(CCC(=O)N1CCCC1)Nc1nnc(C2CCCCC2)s1 | -1% | -13% | 6%
CCOC(=O)c1cccnc1SCC(=O)N(CC)c1cccc(C)c1 | -10%&-4% | ? | 0%&4%
Cc1cccc(OCCNC(=O)c2ccc(Oc3ccc(C(F)(F)F)cc3[N+](=O)[O-])cc2)c1 | -14% | -22% | 10%
Cc1ccc(C)c(N2CCN(CCCNC(=O)Cn3cc4c(n3)CCCCC4)CC2)c1 | -13% | 6.5µM* | 3%
Cc1nn(C)cc1C(C)NC(=O)c1cc(COc2cccc3cnccc23)on1 (stereo unspecified) | -7% | ? | 3%
CCOC(=O)C(C)Sc1nc(C2CC2)cc(C(F)(F)F)c1C#N (stereo unspecified) | -10% | -17% | -11%
COCCCN(C(=O)Cn1ncc2c(=O)oc3ccc(C)cc3c21)C(C)c1ccncc1 (stereo unspecified) | -2% | -2% | 8%
Cc1nc2ccccc2c2oc(C(=O)NCC3COc4ccccc4O3)cc12 (stereo unspecified) | -4% | 12µM* | 3%
COC(=O)c1cc(C(=O)Nc2ccc(C)cn2)cc([N+](=O)[O-])c1 | 2% | ? | 3%
Cc1ccccc1S(=O)(=O)Oc1ccccc1C(=O)Oc1ccccc1 | -6% | ? | -3%
CCC(CC)NC(=O)c1cccc(NC(=O)C(C)C)c1 | 2% | -16% | 3%
Cc1cc(Br)ccc1NC(=O)CSCc1c(C)noc1C | 1% | -27% | 0%
CCCS(=O)(=O)c1c(S(=O)(=O)CCC)c2ccc(C(N)=O)cn2c1C(=O)c1ccc(OC)cc1 | 1% | -25% | 6%
COc1cc(OC)cc(N(C(=O)CNC(=O)c2cccs2)C(C(=O)NCC2CCCO2)c2ccc(OC)c(OC)c2)c1 (stereo unspecified) | -2% | 2% | -1%
Cc1cc(C)nc(/N=C(\N)N2CCCCC2)n1 | -2% | -13% | -6%
COc1ccc(C2=C/C(=C\c3ccc(OC(C)=O)cc3)C(=O)O2)cc1 | -2% | -21% | 5%
Cc1cccc(N2CCN(c3ccc4cc(S(=O)(=O)N5CCC(C)CC5)ccc4n3)CC2C)c1 (stereo unspecified) | 26% | -24% | -5%
CC(=O)c1cccc(NS(=O)(=O)c2c(C)n[nH]c2C)c1 | / | -26% | 1%
O=C(COC(=O)c1cc(=O)[nH]c2ccccc12)NC(=O)NC1CCCCC1 | -5% | -1% | 6%
Cn1c(CCN2CCCCC2)nc2cc(NC(=O)COc3ccc(Cl)cc3)ccc21 | -3% | ? | 4%
CN1CCN(C2=NC3(CCCC3)C(C#N)C(=O)N2)CC1 (stereo unspecified) | -15% | 1% | -2%
NC(=O)CC(NC(=O)Cc1cccc2ccccc12)c1ccc(NCCCN2CCCC2=O)c([N+](=O)[O-])c1 (stereo unspecified) | -8% | 6% | /
C[C@@H]1[C@H]2[C@@H](O[C@@H]3O[C@H](CO)[C@@H](O)[C@H](O)[C@H]3O)OC=C(C(=O)O)[C@H]2C[C@@H]1O | -13% | 7.3µM* | /
CCOc1cc(N2CCOCC2)c(OCC)cc1NC(=O)COC(=O)C1CCCN1S(=O)(=O)c1ccccc1F (stereo unspecified) | -3% | ? | 4%
COc1cc(/C=N/n2nnnc2N)ccc1OCC(N)=O | -10% | -2% | /
O=C(NNC1=NCCN1Cc1ccccc1)c1cccc(C(F)(F)F)c1 | -8% | -14% | -1%

Retrieved by compound from the entries so far:
SMILES | GCN5L2 inh | TDP1 cell noCPT | TDP1 block
COc1ccc(C2=C/C(=C\c3ccc(OC(C)=O)cc3)C(=O)O2)cc1 | -2% | -21% | 5%
COC(=O)c1cc(C(=O)Nc2ccc(C)cn2)cc([N+](=O)[O-])c1 | 2% | ? | 3%
CCCS(=O)(=O)c1c(S(=O)(=O)CCC)c2ccc(C(N)=O)cn2c1C(=O)c1ccc(OC)cc1 | 1% | -25% | 6%
Cc1cc(Br)ccc1NC(=O)CSCc1c(C)noc1C | 1% | -27% | 0%

Later entries
SMILES | GCN5L2 inh | TDP1 cell noCPT | TDP1 block
O=C(c1ccc2c(c1)[nH]c(=S)n1c3ccccc3nc21)N1CCN(c2cccc(Cl)c2)CC1 | -5% | 18µM* | 6%
COc1ccc(-c2c(C#N)c(SCC(=O)Nc3ccccc3C)nc(C)c2C(=O)Nc2ccccc2)cc1OC | -25% | -2% | 0%[12.3 µM]
COc1cc(/C=c2\sc3n(c2=O)C(c2ccccc2)C(c2ccccc2)=NN=3)ccc1O (stereo unspecified) | -17% | 15µM* | 9%
Cc1cccnc1NC(=O)C1COc2ccccc2O1 (stereo unspecified) | -1% | 13% | 2%
COc1ccc(OC)c(-c2csc(NC(=O)c3ccc4c(c3)OCO4)n2)c1 | -10% | 15µM* | 5%
O=S(=O)(c1ccc(Br)s1)N1CCN(c2ccccc2)CC1 | -6% | -15% | -2%
CCOc1ccc(-c2n[nH]c(=S)c3ccccc23)cc1 | -6% | ? | /
O=C(CC(=O)c1ccccc1)Nc1cccnc1Cl | 0% | -23% | 7%
Cn1ncc([N+](=O)[O-])c1C(=O)N1CCOCC1 | -16% | -18% | 3%
O=C(O)c1ccc2c(c1)C1C=CCC1C(c1ccncc1)N2 (stereo unspecified) | 2% | -11% | /
CN1CCc2c(sc(/N=C/c3cc(Cl)ccc3O)c2C#N)C1 | -5% | -13% | /
Cc1cnc(CNc2cc(-c3ccoc3)ncn2)cn1 | -6% | 4% | -13%
Cc1ccc(S(=O)(=O)N2[C@@H](c3ccccc3F)C(C(=O)O)=CC[C@H]2c2ccc3c(c2)OCO3)cc1 | -3% | -10% | 1%
CCOCc1ccccc1Nc1ncnc2onc(-c3ccc(Cl)cc3)c12 | -4% | ? | -1%
CN(C)C(=O)CCc1ccc2c3c([nH]c2c1)[C@]1(C)[C@@H](C(=O)N2CCOCC2)C[C@H](CC(=O)NCc2cccc(C(F)(F)F)c2)C(=O)N1CC3 | -1% | ? | -2%[56.1 µM]
O=C(NCC(c1ccco1)N1CCc2ccccc21)C(=O)Nc1ccccc1 (stereo unspecified) | -8% | ? | 2%[0.505 µM]
Oc1ccc(Br)cc1-c1cc(-c2ccccc2Cl)[nH]n1 | -10% | ? | 6%
CC(C)(C)N(NC(=O)Nc1ccc(Cl)c(Cl)c1)C(=O)c1ccccc1 | 9% | 18µM* | 2%
Cc1[nH]nc2c1[C@@H](c1ccccc1[N+](=O)[O-])C(C#N)=C(N)O2 | 20% | -20% | /
O=C(CCC(=O)N1CCN(S(=O)(=O)c2ccc3ccccc3c2)CC1)NCC(F)(F)F | 0% | -3% | 0%

Ordered by count of non-hydrogen atoms (largest number first): 3 of the compounds above
SMILES | GCN5L2 inh | TDP1 cell noCPT | TDP1 block
O=C(CCC(=O)N1CCN(S(=O)(=O)c2ccc3ccccc3c2)CC1)NCC(F)(F)F | 0% | -3% | 0%
O=S(=O)(c1ccc(Br)s1)N1CCN(c2ccccc2)CC1 | -6% | -15% | -2%
CCOc1ccc(-c2n[nH]c(=S)c3ccccc23)cc1 | -6% | ? | /

Further results
SMILES | GCN5L2 inh | TDP1 cell noCPT | TDP1 block
COc1cc(/C=N/NC(=O)c2ccccc2Cl)ccc1Oc1ccc([N+](=O)[O-])cn1 | -9% | ? | 8%
Cn1c(=O)n(C)c2cc(NC(=O)c3ccccc3NS(C)(=O)=O)ccc21 | -5% | 2% | 2%
Cc1cc([N+](=O)[O-])nn1CCCC(=O)Nc1cccnc1Cl | 0% | 2% | 3%
Cc1nnc(NC(=O)C(C)Sc2nncn2C)s1 (stereo unspecified) | -4% | -22% | -2%
CCCCCN1CC(=O)N2C(C)c3[nH]c4ccccc4c3C[C@H]2C1=O (stereo partly specified) | -3% | ? | /
Cc1noc(-c2ccc(N3CCC(C)CC3)c([N+](=O)[O-])c2)n1 | -3% | ? | 3%
COc1ccc(C(=O)NCCCNC(=O)c2cccnc2)cc1OC | 1% | 15% | 3%[0.0935 µM]

An excerpt of these results, as comma-separated lines:
mol,GCN5L2 inh,TDP1 cell noCPT,TDP1 block
Cc1cc([N+](=O)[O-])nn1CCCC(=O)Nc1cccnc1Cl,0%,2%,3%
Cc1nnc(NC(=O)C(C)Sc2nncn2C)s1 (stereo unspecified),-4%,-22%,-2%
CCCCCN1CC(=O)N2C(C)c3[nH]c4ccccc4c3C[C@H]2C1=O (stereo partly specified),-3%,?,/

Compound activity deposited in PubChem BioAssay by National Center for Advancing Translational Sciences (NCATS).

The list is partial; count on the stated rates, not on these rows.
